Bioassay records (PubChem BioAssay)
697 NFkB inh: inhibitors of PMA/ionomycin-induced NF-kB reporter, 697 cells, primary screen, B-cell NF-kB inhibitor project, cell-based, luminescence, uHTS. inhibition, % at 4 µM. 697 B-cell NF-kB luciferase reporter, 16 h. hit rate 0.33% among 330,000. AID 435022, 2010; in the data active means inhibition above about 35%
UBC13 polyUb: UBC13 polyubiquitin chain formation inhibitors, primary screen, biochemical, TR-FRET, uHTS. hit rate 0.47% among 330,000. Ubiquitin-conjugating enzyme E2 N (Homo sapiens), P61088. inhibition, % at 20 µM. AID 485273, 2010; in the data active means inhibition above about 45%, passing the limit was not always enough
Target sequence (P61088 whole entry, looked up): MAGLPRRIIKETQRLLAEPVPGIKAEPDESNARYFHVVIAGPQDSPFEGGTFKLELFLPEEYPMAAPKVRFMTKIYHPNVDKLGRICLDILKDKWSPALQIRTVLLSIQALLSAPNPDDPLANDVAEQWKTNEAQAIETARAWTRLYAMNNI
SENP8 block: SENP8 protease inhibitors, primary screen, biochemical, luminescence; hit rate 1.2% among 330,000; AID 2540, 2010; purified SENP8, Z-RLRGG-aminoluciferin cleavage; inhibition, % at 10 µM; Sentrin-specific protease 8 (Homo sapiens), Q96LD8
HKDC1 inhibitor: HKDC1 hexokinase inhibitors, primary screen, biochemical, fluorescence, uHTS | hit rate 0.16% among 340,000 | Q2TB90 | recombinant HKDC1, G6PDH/diaphorase resazurin coupled fluorescence | inhibition, % at 20 µM;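 active means inhibition above about 35% when tested at 20 µM, limit read from the data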;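 further: plate controls were DMSO wells with enzyme for no effect and DMSO wells lacking enzyme for full effect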
Target sequence (Q2TB90 whole entry, looked up): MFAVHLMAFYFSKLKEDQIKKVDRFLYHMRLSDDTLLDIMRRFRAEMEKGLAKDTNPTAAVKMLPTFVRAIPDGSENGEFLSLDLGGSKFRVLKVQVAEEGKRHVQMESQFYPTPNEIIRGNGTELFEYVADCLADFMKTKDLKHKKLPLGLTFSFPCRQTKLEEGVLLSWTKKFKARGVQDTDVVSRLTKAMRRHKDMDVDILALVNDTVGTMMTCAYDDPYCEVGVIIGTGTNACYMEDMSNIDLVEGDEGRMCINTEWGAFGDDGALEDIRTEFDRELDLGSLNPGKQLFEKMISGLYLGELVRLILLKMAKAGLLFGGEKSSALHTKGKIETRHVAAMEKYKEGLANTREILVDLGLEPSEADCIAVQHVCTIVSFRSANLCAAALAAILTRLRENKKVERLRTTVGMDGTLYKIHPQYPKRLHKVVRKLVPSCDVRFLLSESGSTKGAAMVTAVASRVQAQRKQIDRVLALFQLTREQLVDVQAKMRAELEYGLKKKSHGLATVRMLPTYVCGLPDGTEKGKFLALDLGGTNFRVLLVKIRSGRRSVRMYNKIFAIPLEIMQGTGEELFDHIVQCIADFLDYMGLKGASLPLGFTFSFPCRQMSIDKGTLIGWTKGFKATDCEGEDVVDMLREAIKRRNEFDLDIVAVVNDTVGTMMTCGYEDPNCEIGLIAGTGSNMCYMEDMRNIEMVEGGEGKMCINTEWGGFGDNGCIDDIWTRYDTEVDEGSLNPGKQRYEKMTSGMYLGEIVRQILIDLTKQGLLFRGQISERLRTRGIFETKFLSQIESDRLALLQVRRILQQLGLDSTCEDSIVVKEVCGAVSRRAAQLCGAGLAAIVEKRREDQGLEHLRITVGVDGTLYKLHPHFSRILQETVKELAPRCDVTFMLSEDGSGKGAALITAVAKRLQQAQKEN
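Material: recombinant HKDC1 hexokinase; Amount: HKDC1 at 5 µg/mL; Medium: Tris pH 8.0 buffer with MgCl2, Tween-20, BSA, BME; Schedule: 90 min reaction incubation at room temperature, dark; Technique: coupled resazurin fluorescence, excitation 525 nm, emission 613 nm.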
Apaf-1 inh: inhibitors of human Apaf-1 apoptosome, primary screen, biochemical, DEVD-Rh110 fluorescence, uHTS; Apoptotic protease-activating factor 1 (Homo sapiens), O14727; reconstituted apoptosome caspase-3 activity; inhibition, % at 20 µM; hit rate 0.71% among 330,000; active means inhibition of at least 40% at 20 µM;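 further: plate controls were DMSO wells for no effect and DEVD-CHO caspase inhibitor wells for full effect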
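System – cell-free apoptosome with Apaf-1, procaspase-3 and caspase-9 · Buffer or medium – pH 7.5 Hepes buffer with CHAPS, BSA, DTT · Also added – cytochrome c with DEVD-Rh110 · Times – 30 min compound preincubation, 50 min activation, room temperature · Technique – Rh110 fluorescence intensity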
Gli-Sufu antag: Gli-Sufu pathway antagonists, primary screen, luciferase luminescence, Sufu-KO-LIGHT cells, uHTS; inhibition, % at 5 µM; AID 588413, 2011; Sufu-KO-LIGHT fibroblasts, Gli luciferase reporter luminescence; hit rate 0.74% among 340,000;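 active means inhibition above about 55%, limit read from the data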;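 further: 0% = DMSO-treated cells and 100% = wells with medium but no cells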
SENP7 inh: SENP7 protease inhibitors, primary screen, biochemical, luminescence, uHTS; Sentrin-specific protease 7 (Homo sapiens), Q9BQF6; recombinant SENP7, Z-RLRGG-aminoluciferin luminescence, 40 min; inhibition, % at 5 µM; hit rate 1.5% among 330,000;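 active means inhibition above about 50% at the single test dose, limit read from the data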;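 further: plate controls were DMSO with enzyme for no effect and no enzyme buffer wells for full effect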
Jurkat NFkB inh: inhibitors of induced NF-kB luciferase reporter, primary screen, TCR NF-kB activation inhibitor project, cell-based, luminescence, uHTS | Jurkat, PMA/ionomycin-induced NF-kB luciferase reporter | inhibition, % at 4 µM | hit rate 0.53% among 330,000 | AID 435003, 2010
Numbers without * were called inactive. Unless noted, no stated cut-off is given here; in the data, active means inhibition above about 50%; inactive means the rest.

1) O=C(Nc1ccc(Cl)cc1)C1CCN(C(=O)c2cccs2)CC1
2) COc1ccccc1/C=N/NC(=O)C(=O)Nc1ccccc1OC(F)(F)C(F)F
3) COc1ccc(NC(=O)CCc2c(C)nn(-c3ccc(N4CCOCC4)nn3)c2C)cc1
4) Cn1c2ccccc2c(=O)c2ccc(F)cc21
5) COc1cccc(CN2CCC(C(=O)Nc3ccc(Oc4cccnc4)cc3)CC2)c1
6) CC1(C)COC(c2ccc(F)c([N+](=O)[O-])c2)=N1
Assay by compound	1	2	3	4	5	6
697 NFkB inh	12	17	-25	5	-8	5
UBC13 polyUb	2	-5	-11	16	0	1
SENP8 block	4	-6	5	-10	0	0
HKDC1 inhibitor	-1	-9	-2	-1	-8	-2
Apaf-1 inh	-8	16	7	3	-2	-6
Gli-Sufu antag	1	16	-5	-19	20	0
SENP7 inh	1	5	0	2	-9	1
Jurkat NFkB inh	11	10	4	-11	26	-1

7) CCN(c1ccccc1)S(=O)(=O)c1cccc(C(=O)NCC(c2ccco2)N2CCCC2)c1 (stereo not given)
8) CS(=O)(=O)N1CC(C(=O)NN)Oc2ccc(Cl)cc21 (stereo not given)
9) Cc1ccc(C(=O)O/N=C(\N)Cc2cccs2)cc1[N+](=O)[O-]
10) CCn1c2ccccc2c2cc(NC(=O)CSc3nnc(C4CC4)n3Cc3ccco3)ccc21
11) CC1=CC2=NC(=O)/C(=C/c3cccs3)C(=N)N2O1
12) O=C(c1ccccc1NS(=O)(=O)c1cccc(C(F)(F)F)c1)N1CCc2ccccc21
Assay by compound	7	8	9	10	11	12
697 NFkB inh	8	-19	-17	-2	7	6
UBC13 polyUb	0	2	0	-20	-5	6
SENP8 block	4	-9	1	-8	2	4
HKDC1 inhibitor	-1	-4	-4	5	-2	6
Apaf-1 inh	13	8	1	36	0	1
Gli-Sufu antag	26	5	-3	-8	-1	-7
SENP7 inh	2	-11	2	-5	4	3
Jurkat NFkB inh	2	1	-13	-65	-21	12

13) CC1(c2nnc(-c3ccc(Cl)cc3)o2)CC(c2ccc(Cl)cc2)=NO1 (stereo not given)
14) CCC(=O)n1nc(-c2ccc(OC)cc2)nc1SC
15) O=C(COC(=O)CN1C(=O)C2CCCCC2C1=O)Nc1ccc(S(=O)(=O)N2CCOCC2)cc1 (stereo not given)
16) Nc1cc(C(F)(F)F)ccc1NCCc1ccccn1
17) CCNc1nc(CN2CCOCC2)nc2sc3c(c12)CCC3
18) Cc1cc2ccccc2c(=O)n1CC(=O)NCC(=O)N(C)Cc1ccccc1
Assay by compound	13	14	15	16	17	18
697 NFkB inh	-7	-31	-4	-9	4	-1
UBC13 polyUb	8	-8	-10	-7	3	-6
SENP8 block	-5	-16	-12	-9	7	0
HKDC1 inhibitor	-1	4	-10	-2	-6	-3
Apaf-1 inh	11	3	12	3	3	13
Gli-Sufu antag	2	1	-11	11	5	-23
SENP7 inh	-6	6	-9	1	-3	8
Jurkat NFkB inh	14	-19	3	-10	5	12

19) O=C(CSc1nnnn1C1CC1)N1CCN(c2cccc(Cl)c2)CC1
20) COc1ccc(/C=N/Nc2cc(C)nc(N)n2)cc1
21) C1=C2C[N+]3(CCCC3)CC2Cc2ccc3ccccc3c21 (stereo not given)
22) Cc1cccc(NC(=O)CNC(=O)c2cn(Cc3ccccc3)nc2-c2cccnc2)c1C
23) O=c1[nH]c(=S)n(-c2cccc(C(F)(F)F)c2)c(O)c1C=NCCN1CCNCC1
24) CCCOc1cccc(C(=O)NCCCNC(=O)c2ccccn2)c1
Assay by compound	19	20	21	22	23	24
697 NFkB inh	3	5	-16	14	-5	12
UBC13 polyUb	9	0	-7	18	5	2
SENP8 block	4	-7	-9	1	1	1
HKDC1 inhibitor	-4	7	-3	-3	-4	-1
Apaf-1 inh	-1	1	1	0	6	-11
Gli-Sufu antag	3	-10	-81	-3	-27	-1
SENP7 inh	1	3	-6	4	6	5
Jurkat NFkB inh	8	-31	1	4	5	3

25) CCN(CC)C(=O)CSc1nc2ccccc2c(=O)n1CCC(=O)N1CCN(c2ccccc2)CC1
26) O=C(Cn1cnc2cc([N+](=O)[O-])ccc2c1=O)N1CCN(S(=O)(=O)c2ccccc2)CC1
27) COc1ccc(OC)c(CC(NC(C)=O)C(=O)NC2CCN(S(=O)(=O)c3ccc(NC(C)=O)cc3)CC2)c1 (stereo not given)
28) CCOC(=O)Nc1cc(C(=O)OCC)c(C)nc1C
29) COC(=O)Cn1c(=NC(=O)c2cc(-c3cccs3)nc3ccccc23)sc2cc(S(N)(=O)=O)ccc21
30) COc1ccc(N(CC(=O)NCc2ccccc2C)S(=O)(=O)c2ccccc2[N+](=O)[O-])c(OC)c1
Assay by compound	25	26	27	28	29	30
697 NFkB inh	9	20	8	-4	-23	9
UBC13 polyUb	5	-22	3	5	34	2
SENP8 block	3	-3	8	-8	-4	-2
HKDC1 inhibitor	-7	-1	-4	0	-4	7
Apaf-1 inh	7	1	-7	2	-7	21
Gli-Sufu antag	3	-5	2	-3	12	4
SENP7 inh	-2	-2	3	-1	7	4
Jurkat NFkB inh	-4	-2	16	3	-19	10

Overlap with the part before: 4 entries; new compounds follow.
27) COc1ccc(OC)c(CC(NC(C)=O)C(=O)NC2CCN(S(=O)(=O)c3ccc(NC(C)=O)cc3)CC2)c1 (stereo not given)
28) CCOC(=O)Nc1cc(C(=O)OCC)c(C)nc1C
29) COC(=O)Cn1c(=NC(=O)c2cc(-c3cccs3)nc3ccccc23)sc2cc(S(N)(=O)=O)ccc21
30) COc1ccc(N(CC(=O)NCc2ccccc2C)S(=O)(=O)c2ccccc2[N+](=O)[O-])c(OC)c1
31) CCCCn1c(N)c(N(CC(C)C)C(=O)c2ccc(S(=O)(=O)N3CCCCC3)cc2)c(=O)[nH]c1=O
32) Fc1ccccc1Nc1nc2ccccc2o1
33) O=C(CCC1CCCN(C(=O)c2ccco2)C1)NCc1ccccc1F (stereo not given)
34) Cc1ccccc1OCCCC(=O)Nc1ccc(N2CCOCC2)cc1
35) CC(=O)c1nn(-c2cccc(Br)c2)cc1C(=O)c1cccc2ccccc12
36) O=C(C(=O)N1CCOCC1)c1cn(CC(=O)N2CCCCC2)c2ccccc12
Assay by compound	27	28	29	30	31	32	33	34	35	36
697 NFkB inh	8	-4	-23	9	24	-197	-6	3	1	2
UBC13 polyUb	3	5	34	2	2	-5	-1	-4	-6	-6
SENP8 block	8	-8	-4	-2	10	94*	-7	3	-7	-2
HKDC1 inhibitor	-4	0	-4	7	-2	-1	-6	-5	0	-7
Apaf-1 inh	-7	2	-7	21	2	10	9	-5	2	-5
Gli-Sufu antag	2	-3	12	4	-7	-103	24	-2	3	6
SENP7 inh	3	-1	7	4	-1	97*	-6	-5	-9	13
Jurkat NFkB inh	16	3	-19	10	13	-126	5	-11	1	-12

37) O=C(c1ccccc1)N1CCN(CC(O)Cn2ccc3ccccc32)CC1 (stereo not given)
38) COc1cc(C)ccc1OCC(=O)Nc1nnc(C2CC2)s1
39) CCOC(=O)N1CCN(CC(=O)Nc2c(C(=O)OC)[nH]c3ccc(Cl)cc23)CC1
40) Cc1ccc(NC(=O)CSC2=C(C#N)C(c3ccc4c(c3)OCO4)C3=C(CCCC3=O)N2)c(C)c1 (stereo not given)
41) CS(=O)(=O)NCC(c1ccco1)N1CCN(c2ccc(F)cc2)CC1 (stereo not given)
42) CC(=O)c1c(C)[nH]c(C(=O)CN2C(=O)NC(C)(c3ccc(C)cc3)C2=O)c1C (stereo not given)
Assay by compound	37	38	39	40	41	42
697 NFkB inh	10	4	-15	33	8	16
UBC13 polyUb	0	-13	12	6	-4	-16
SENP8 block	4	-8	2	-3	1	-4
HKDC1 inhibitor	-3	1	0	-1	2	2
Apaf-1 inh	-22	-1	12	12	6	-10
Gli-Sufu antag	-1	-20	16	7	1	-10
SENP7 inh	-1	-12	5	4	-3	5
Jurkat NFkB inh	-2	-11	24	10	2	1

43) CCCNC(=O)NC(=O)CSc1ncc(C(F)(F)F)cc1Cl
44) FC(F)(F)c1cccc(CNc2ncccc2-c2nc3cc(Cl)ccc3o2)c1
45) Cc1nn2c(-c3cccc(NC(=O)c4ccco4)c3)nnc2c2ccccc12
46) COc1cccc(/C=C/C(=O)N2CCN(S(=O)(=O)c3ccccc3)CC2)c1OC
47) Cn1c(SCC(=O)N/N=C/c2cccs2)nc2ccccc21
48) CC(C)c1cc(C(=O)N/N=C/C(Br)=C/c2ccccc2)n[nH]1
Assay by compound	43	44	45	46	47	48
697 NFkB inh	5	-20	25	-7	26	-147
UBC13 polyUb	2	-1	3	6	8	-7
SENP8 block	-4	-6	4	-1	-2	0
HKDC1 inhibitor	-7	-2	4	-4	17	0
Apaf-1 inh	-4	9	18	2	-1	19
Gli-Sufu antag	2	-3	8	0	-2	7
SENP7 inh	-4	-15	1	5	-2	-3
Jurkat NFkB inh	3	-10	-2	-6	-8	38

49) Cc1nn(-c2ccccc2)c(Cl)c1C(=O)N(C)CC(=O)Nc1cccc(F)c1
50) Cc1nn(-c2ccccc2)c(Cl)c1C(=O)NCCCCNC(=O)c1c(C)nn(-c2ccccc2)c1Cl
51) O=C(NCc1nnc(SCc2ccccc2)n1-c1ccccc1)C12CC3CC(CC(C3)C1)C2
52) CCN(Cc1ccccc1)C(=O)C1CCN(Cc2ccc(SC)cc2)CC1
53) CCOC(=O)C1=C(CSc2nc(CC)c(C)cc2C#N)OC(N)=C(C#N)C1c1ccc(OC)cc1 (stereo not given)
54) CC(=O)Nc1ccc(S(=O)(=O)NCc2nc(-c3cccc(C)c3)no2)cc1
Assay by compound	49	50	51	52	53	54
697 NFkB inh	5	6	-9	-1	-5	-8
UBC13 polyUb	-1	11	18	1	-3	0
SENP8 block	-4	-2	-6	5	5	-10
HKDC1 inhibitor	-4	-4	5	2	6	5
Apaf-1 inh	1	9	12	-2	24	-6
Gli-Sufu antag	-5	11	16	33	5	-2
SENP7 inh	1	1	-2	10	6	-14
Jurkat NFkB inh	11	5	-5	10	8	-7

5 entries out of the list above, ordered by their value in 697 NFkB inh, low to high.
nr	Compound	697 NFkB inh
51	O=C(NCc1nnc(SCc2ccccc2)n1-c1ccccc1)C12CC3CC(CC(C3)C1)C2	-9
53	CCOC(=O)C1=C(CSc2nc(CC)c(C)cc2C#N)OC(N)=C(C#N)C1c1ccc(OC)cc1 (stereo not given)	-5
52	CCN(Cc1ccccc1)C(=O)C1CCN(Cc2ccc(SC)cc2)CC1	-1
49	Cc1nn(-c2ccccc2)c(Cl)c1C(=O)N(C)CC(=O)Nc1cccc(F)c1	5
50	Cc1nn(-c2ccccc2)c(Cl)c1C(=O)NCCCCNC(=O)c1c(C)nn(-c2ccccc2)c1Cl	6

(listing goes on)
55) C/C(=N\NC(=O)CSc1nc(C)[nH]c1[N+](=O)[O-])c1ccc(F)cc1
56) CCOc1ccc(NC(=O)CCNC(=O)Cn2cnc3ccccc3c2=O)cc1
57) Cc1nc(SCc2ccccc2)c2ccsc2n1
58) O=C(NNC(=O)C1C2CCC(C2)C1C(=O)O)c1ccc(Cl)cc1 (stereo not given)
59) Cc1cc(-c2ccc(/C=N/n3cnnc3)o2)c([N+](=O)[O-])cc1C
60) O=C(OCC(=O)c1ccc[nH]1)c1ccc(S(=O)(=O)N2CCCCCC2)cc1
Assay by compound	55	56	57	58	59	60
697 NFkB inh	5	2	-2	2	-4	9
UBC13 polyUb	7	-8	-13	10	-14	-1
SENP8 block	-7	-13	-10	-10	11	0
HKDC1 inhibitor	6	-7	-3	-8	12	-2
Apaf-1 inh	-7	4	8	-3	7	-3
Gli-Sufu antag	-21	-18	2	-11	-2	7
SENP7 inh	1	-8	-12	-4	9	0
Jurkat NFkB inh	-32	1	-1	1	-30	9
